Screening results as filed in PubChem.
AmpC detergent – blocks E. coli AmpC beta-lactamase in detergent assay; P00811; AmpC hydrolysis of nitrocefin, absorbance 480 nm, 0.01% Triton; Potency, µM (series often up to 114 µM), for inactives: top-dose activity change, negative = inhibition, actives largely listed as inhibitors; 370,000 compounds, 0.041% hits; AID 485294;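 note: potency is the fitted concentration of half-maximal effect; 0% = no-compound wells and -100% = no-enzyme wells; nearly all actives have a fitted effect of over 25% in size; some results filed as inactive show a strong effect at the top dose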
Target sequence (P00811 whole entry, looked up): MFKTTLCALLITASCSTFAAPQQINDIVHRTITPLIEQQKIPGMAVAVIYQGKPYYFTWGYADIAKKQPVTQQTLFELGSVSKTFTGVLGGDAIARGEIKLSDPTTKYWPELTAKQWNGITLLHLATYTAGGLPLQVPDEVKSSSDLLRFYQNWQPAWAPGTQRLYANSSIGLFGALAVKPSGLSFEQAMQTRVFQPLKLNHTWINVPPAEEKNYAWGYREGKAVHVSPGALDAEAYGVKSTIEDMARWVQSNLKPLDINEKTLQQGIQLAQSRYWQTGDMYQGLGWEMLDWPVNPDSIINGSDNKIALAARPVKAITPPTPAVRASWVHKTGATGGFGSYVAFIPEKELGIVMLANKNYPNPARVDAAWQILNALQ
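AmpC (5.3 nM in the dispensed reagent) in 20 mM phosphate pH 7.0 with 0.01% (detergent screen) or 0.0001% Triton X-100 was preincubated with compounds for 15 min at room temperature. Nitrocefin was then added from an 800 uM solution, and hydrolysis was followed at 480 nm.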
HCMV antiviral – blocks human cytomegalovirus replication. 410,000 compounds, 4.5% hits. HFF cells, HCMV-luciferase reporter, 72 h; stronger effect = lower value. activity change, negative = inhibition, % at 57.5 µM; in the data active = activity change below about -60%; inconclusive = no clear call, values can overlap the other calls; inactive = above about -39%
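HFF cells seeded 16 h at 37C, treated with compounds, infected with luciferase-reporter HCMV at MOI 1 PFU/cell; luciferase read at 72 h post infection, normalized to buffer-only and Salinomycin controls.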
HCV inhibitor – inhibitors of hepatitis C virus infection; Potency, µM (top dose mostly 41.8 µM), for inactives: top-dose activity change, negative = inhibition, usual class: inhibitors; 340,000 compounds, 3.4% hits; Huh7.5.1 HCVcc-Cre infection, luciferase reporter, 44 h; note: potency is the fitted concentration of half-maximal effect
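Cells (1,000/well) were plated 4 h before compound, then infected with HCVcc-Cre virus (~0.5 moi). After 44 h further culture, infection was read as luciferase luminescence following a 15 min substrate incubation at room temperature.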
AmpC inh no detg – inhibitors of E. coli AmpC beta-lactamase without detergent. P00811. AmpC nitrocefin hydrolysis, absorbance 480 nm, 0.0001% Triton. Potency, µM (highest dose often 57.1 µM), without a hit: top-dose activity change, negative = inhibition, usual class: inhibitors. 330,000 compounds, 0.52% hits;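 note: potency is the fitted concentration of half-maximal effect; plate controls were no compound for no effect and no enzyme for full effect; nearly all actives have a fitted effect of over 20% in size; some results filed as inactive show a strong effect at the top dose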
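AmpC (5.3 nM in the dispensed reagent) in 20 mM phosphate pH 7.0 with 0.01% (detergent screen) or 0.0001% Triton X-100 was preincubated with compounds for 15 min at room temperature. Nitrocefin was then added from an 800 uM solution, and hydrolysis was followed at 480 nm.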
Sm TGR inh – S. mansoni TGR enzyme inhibition; Potency, µM (top dose mostly 114 µM), for inactives: at the top dose activity change, negative = inhibition, actives largely listed as inhibitors; AID 485364; 360,000 compounds, 3% hits; Q962Y6; purified TGR, DTNB reduction, TNB absorbance 405 nm; note: potency is the fitted concentration of half-maximal effect; nearly all actives have a fitted effect of over 60% in size
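Kinetic colorimetric format: TGR-catalysed, NADPH-driven DTNB reduction monitored via TNB absorbance. Enzyme dispensed at 20 nM; compound exposure 15 min at room temperature before reaction start.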
Giardia FBPA inh – blocks Giardia fructose-bisphosphate aldolase activity; A8B2U2; purified Giardia FBPA; Potency, µM (series often up to 59.6 µM), for the others: at the highest dose activity, negative = inhibition, usual class: inhibitors; 290,000 compounds, 0.71% hits; note: potency is the fitted concentration of half-maximal effect; nearly all actives have a fitted effect of over 55% in size
Target sequence (A8B2U2 whole entry, looked up): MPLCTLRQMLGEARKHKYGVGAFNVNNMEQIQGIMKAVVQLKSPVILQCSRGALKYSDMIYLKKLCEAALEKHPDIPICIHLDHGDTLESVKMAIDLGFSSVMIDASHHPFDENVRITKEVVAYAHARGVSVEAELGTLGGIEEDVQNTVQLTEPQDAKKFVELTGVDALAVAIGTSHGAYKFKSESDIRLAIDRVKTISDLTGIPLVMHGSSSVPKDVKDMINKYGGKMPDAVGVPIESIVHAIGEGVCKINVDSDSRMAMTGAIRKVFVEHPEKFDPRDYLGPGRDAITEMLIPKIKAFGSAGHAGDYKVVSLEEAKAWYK
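40 nM FBPA preincubated 10 min at RT with compound (up to 57.5 uM final), then substrate plus GAPDH/TPI/NAD/arsenate coupling and diaphorase/resazurin added. Fluorescence read after 20 min at RT, 525/598 nm.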
Numbers without * were called inactive; ? = inconclusive; nt = no result given; & = joins results of further samples; ! = a repeat was not active; [ ] = another dose, or the depositor's remark. Unless noted, calls come from the whole dose curve; as a rule, active = well fitted curve in the direction sought with a large enough effect; inconclusive = small, poorly fitted or top-dose-only effect, or another doubt; inactive = no such curve, though single readings can be large; an effect the other way counts as inactive or inconclusive. Unless noted, % is set by controls: 0 for no effect and ±100 for the full control effect.

Keys: A = AmpC detergent; B = HCMV antiviral; C = HCV inhibitor; D = AmpC inh no detg; E = Sm TGR inh; F = Giardia FBPA inh
CC(O/N=C/c1ccc(OC(F)F)cc1)C(=O)Nc1cccc(S(=O)(=O)N2CCOCC2)c1 (configuration not stated)
  A = -9%	B = -38	C = ?	D = 40%	E = -9%	F = -4%
COc1ccc(N2CCN(C(=O)COC(=O)c3ccc(CSC)o3)CC2)cc1
  A = -21%	B = -17	C = ?	D = 23%	E = -28%	F = nt
COc1ccc(CN2CCC(C(=O)Nc3ccc(Oc4cccnc4)cc3)CC2)c(C)c1C
  A = 3%	B = ?	C = ?	D = 16%	E = 3%	F = nt
CC(C)CN(C(=O)COC(=O)c1ccc([N+](=O)[O-])s1)c1c(N)n(Cc2ccccc2)c(=O)[nH]c1=O
  A = -14%	B = 3	C = ?	D = -16%	E = ?	F = nt
CCN(CC(=O)NCC(=O)Nc1cccc(C)c1C)Cc1ccccc1
  A = 0%	B = -19	C = -8%	D = 35%	E = 2%	F = 12%
Cc1cc(=O)nc2c3ccccc3n(CC(=O)NCCCN3CCOCC3)n12
  A = 9%	B = nt	C = 23%	D = -12%	E = 4%	F = nt
CN(C)C(=O)CSc1nnc(CCN)o1
  A = -13%	B = 111	C = 8%	D = 1%	E = ?	F = -10%
COc1cc(CC(=O)OCC(=O)Nc2ccc([N+](=O)[O-])cc2)cc(OC)c1OC
  A = 1%	B = -2	C = -1%	D = -23%	E = 1%	F = -8%
CC(=O)Nc1cc(NC(C)=O)cc(C(=O)NCC2(N3CCOCC3)CCCCC2)c1
  A = -2%	B = -4	C = -6%	D = -39%	E = 0%	F = nt
COc1ccc([N+](=O)[O-])cc1NC(=O)C(C)OC(=O)CN1C(=O)C2CC=CCC2C1=O (configuration not stated)
  A = -4%	B = -20	C = ?	D = 2%	E = -14%	F = nt

3 of the compounds above, with two lines to a compound:
Values run as follows: AmpC detergent	HCMV antiviral	HCV inhibitor	AmpC inh no detg	Sm TGR inh	Giardia FBPA inh
> COc1ccc(N2CCN(C(=O)COC(=O)c3ccc(CSC)o3)CC2)cc1
 : -21%	-17	?	23%	-28%	nt
> COc1ccc(CN2CCC(C(=O)Nc3ccc(Oc4cccnc4)cc3)CC2)c(C)c1C
 : 3%	?	?	16%	3%	nt
> CC(C)CN(C(=O)COC(=O)c1ccc([N+](=O)[O-])s1)c1c(N)n(Cc2ccccc2)c(=O)[nH]c1=O
 : -14%	3	?	-16%	?	nt

Next part.
Keys: A = AmpC detergent; B = HCMV antiviral; C = HCV inhibitor; D = AmpC inh no detg; E = Sm TGR inh; F = Giardia FBPA inh
Cc1ccccc1NC(=O)CSc1nc(N2CCCCC2)nc(N2CCCCC2)n1
  A = -1%	B = -3	C = -20%	D = -23%	E = 7%	F = 3%
CC(=O)Cn1ncc(N2CCOCC2)c(Br)c1=O
  A = -8%	B = -6	C = 21%	D = 0%[2.29 µM]	E = 7%	F = 1%
CCCCOc1ccc(C(=O)NN2C(=O)NC3(CCCCC3)C2=O)cc1OC
  A = ?	B = -29	C = -15%	D = -8%	E = -1%	F = nt
COc1cc(-c2noc(-c3ccc(NCc4cccnc4)c([N+](=O)[O-])c3)n2)cc(OC)c1OC
  A = 22%	B = 10	C = nt	D = nt	E = 1%	F = nt
Cc1ccc(CN(c2ccc(C(=O)NCc3cccnc3)cc2)S(C)(=O)=O)cc1
  A = 2%	B = -28	C = 7%	D = 54%	E = -12%	F = 6%
O=C(NCCCN1CCCC1)c1ccc(CSCc2cccc(Cl)c2)o1
  A = -10%	B = 8	C = 10µM*	D = 54%	E = 5%	F = -17%
O=C(COC(=O)/C=C/c1ccc(Cl)cc1)NC(=O)NCc1ccccc1
  A = 3%	B = 19	C = 16%	D = -27%	E = -5%	F = nt
COc1ccc(S(=O)(=O)N2CCCCCC2)cc1N(C)S(=O)(=O)c1ccc(C)cc1
  A = 2%	B = -77*	C = ?	D = -5%	E = 5%	F = 6%
C[C@]1(C(=O)O)Cc2oncc2C[C@@H]1C(=O)O
  A = -12%	B = 2	C = 1%	D = -15%	E = -3%	F = 6%
CCn1c(SCc2cccc(F)c2)nnc1-c1ccncc1
  A = 3%	B = ?	C = 13%	D = 12%	E = -4%	F = 2%
C[C@@H]1C[C@H](O)c2cc(Cl)ccc2N1
  A = -2%	B = 1	C = -7%	D = -13%	E = 40µM*	F = -16%
c1ccc(CCN2CN=C(Nc3nc4ccccc4s3)NC2)cc1
  A = -2%	B = 45	C = -16%	D = -36%	E = 4%	F = -3%
CCN(CC)S(=O)(=O)c1cccc(C(=O)Nc2cc(C)nn2-c2ccccc2)c1
  A = -11%	B = 3	C = 0%	D = 1%	E = -18%	F = 1%
CCN(CC(=O)Nc1ccccc1OC)C(=O)C1CCC1
  A = ?	B = -13	C = 6%	D = -18%	E = -6%	F = nt
Cc1ccc(-c2nnn(CC(=O)N(Cc3ccco3)C(C(=O)NC(C)(C)C)c3ccncc3)n2)o1 (configuration not stated)
  A = 6%	B = 10	C = -3%	D = 122%[activator]	E = nt	F = 0%
CNC(=O)NC(=O)CSc1nc(-c2cccs2)c(C#N)c(=O)[nH]1
  A = 5%	B = 19	C = -3%	D = -8%	E = 6%	F = 3%
Cc1cc(C)cc(OCC(=O)Nc2cccc(C(=O)O)c2)c1
  A = -3%	B = 76	C = 15%	D = -17%	E = 2%	F = 23%
CCOC(=O)c1cc2cc(OCc3ccccc3)ccc2nc1C
  A = -11%	B = -35	C = ?	D = 51%	E = 6%	F = 9%
CCn1c(SCC(=O)Nc2sc3c(c2C#N)CCCC3)nnc1-c1ccncc1
  A = 0%	B = 58	C = ?	D = 15%	E = ?	F = 0%
Cc1ccc(C(=O)C[n+]2cc(-c3ccccc3)n3c2CCCCC3)cc1
  A = ?	B = -92*!	C = 8%&4%	D = 27%&1%	E = 0%&1%	F = 7%&4%

Single records, as listed above. Order of screens: AmpC detergent | HCMV antiviral | HCV inhibitor | AmpC inh no detg | Sm TGR inh | Giardia FBPA inh
COc1cc(-c2noc(-c3ccc(NCc4cccnc4)c([N+](=O)[O-])c3)n2)cc(OC)c1OC in the list: 22% | 10 | nt | nt | 1% | nt
COc1ccc(N2CCN(C(=O)COC(=O)c3ccc(CSC)o3)CC2)cc1 in the list: -21% | -17 | ? | 23% | -28% | nt
O=C(NCCCN1CCCC1)c1ccc(CSCc2cccc(Cl)c2)o1 in the list: -10% | 8 | 10µM* | 54% | 5% | -17%

(cont.)
SMILES | AmpC detergent | HCMV antiviral | HCV inhibitor | AmpC inh no detg | Sm TGR inh | Giardia FBPA inh
Cc1ccccc1OCC(=O)OCC(=O)Nc1ccc(Cl)cn1 | 6% | 0 | 3% | -15% | -1% | nt
Cc1ccc(CN2CCN(Cc3c(C)nn(C(C)C)c3C)CC2CCO)o1 (configuration not stated) | 10% | -99* | 0% | 11% | 21% | 1%
Cc1nn(-c2ccccc2)c(Oc2ccc(F)cc2)c1/C=N/n1cnnc1 | -12% | 17 | -17% | 66%[activator] | 7%[11.4 µM] | 5%
Oc1c(CN2CCCC(C(F)(F)F)C2)cc(Cl)c2ccccc12 (configuration not stated) | -1% | -13 | 24% | -29% | 2µM* | -16%
CCOC(=O)c1c(NC(=O)c2cccs2)sc2c1CCCC2 | -13% | -26 | ? | -9% | 0% | 1%
COc1ccc(N(CC(=O)NC2CCCC2)S(=O)(=O)c2ccc(NC(C)=O)cc2)cc1 | -5% | 2 | ? | -7% | 0% | -4%
CC(OC(=O)C1=COCCO1)C(=O)Nc1ncc(Cl)cc1Cl (configuration not stated) | ? | -1 | 6% | -8% | -23% | nt
COc1ccc(C(C(=O)NCC2CCCO2)N(C(=O)CNC(=O)c2cccs2)c2ccc(NC(C)=O)cc2)cc1OC (configuration not stated) | 3% | -23 | 7% | 3% | nt | 5%
C/C(CC(=O)Nc1cccc(Cl)c1Cl)=N\NC(=O)C(=O)N1CCCC1 | 3% | 27 | 2% | 95%[activator] | -1% | nt
Clc1ccc(-n2cc(-c3ccc(Br)cc3)[n+]3c2CCCCC3)cc1 | 1% | -30 | -3% | 13% | -3% | 1%
Cc1ccc2nc(-c3ccc(Cl)c(NC(=O)c4cccc([N+](=O)[O-])c4C)c3)oc2c1 | -2% | 43 | nt | nt | -5% | nt
COc1ccc(OC)c(NC(=O)CCN2CC(C)CC(C)C2)c1 (configuration not stated) | -14% | nt | -21% | -16% | -20% | ?
COc1ccccc1CNC(=O)c1cc2sccc2n1Cc1ccc(Cl)cc1 | 19% | -16 | nt | nt | 10% | nt
Cc1ccccc1NC(=O)COC(=O)c1cc[n+]([O-])cc1 | -11% | -14 | 21% | -11% | 5% | nt
CCc1nnc(SCC(=O)Nc2ccc(N3CCN(S(C)(=O)=O)CC3)cc2)o1 | 6% | -31 | -5% | 0% | -15% | nt
CCc1nc2ccc(C(=O)Nc3ccc4c(c3)OCO4)cc2nc1CC | 4% | -31 | 2µM* | -21% | 2% | 2%
COc1ccccc1CN(C(=O)CCl)C(C(=O)NC1CCCCC1)c1ccncc1 (configuration not stated) | -2% | nt | 2% | 131%[activator] | ? | -27%
COC(=O)Nc1ccc(S(=O)(=O)N2CCCC(C(=O)N3CCC(C)CC3)C2)cc1 (configuration not stated) | 0% | -22 | -7% | 26% | -12% | 5%
CC(NC(=O)Nc1ccccn1)N1C(=O)C2C3C=CC(C3)C2C1=O (configuration not stated) | -2% | 2 | 3% | -12% | 5% | 1%
Cc1cccc(NC(=O)c2ccoc2C)n1 | -4% | 11 | 14% | -12% | -31% | 5%
CN(CC(=O)Nc1ccc(F)cc1)C(=O)c1cccc(S(=O)(=O)N2CCN(c3ccc(F)cc3)CC2)c1 | -3% | -63* | 8.9µM* | 43% | 18% | nt
O=C(O)CCC(=O)N1CCc2cc(S(=O)(=O)N3CCCCC3)ccc21 | -8% | 40 | 34%[activator] | -14% | -14% | 6%
Cn1cnnc1SCC(=O)c1cc2ccccc2o1 | ? | ? | 3% | -15%[11.4 µM] | -28% | 2%
CN1CCc2ccccc2C1C1CCNCC1 (configuration not stated) | ? | 16 | ? | -5% | 1% | 1%

Looked up above:
CN(CC(=O)Nc1ccc(F)cc1)C(=O)c1cccc(S(=O)(=O)N2CCN(c3ccc(F)cc3)CC2)c1 @ HCV inhibitor = 8.9µM*
Cc1cccc(NC(=O)c2ccoc2C)n1 @ AmpC inh no detg = -12%

(list continues)
SMILES | AmpC detergent | HCMV antiviral | HCV inhibitor | AmpC inh no detg | Sm TGR inh | Giardia FBPA inh
CCOc1ccc(NC(=O)c2ccc3c(=O)n4c(nc3c2)CCCCC4)cc1 | -1%&11% | -63*! | 11µM* | -17% | 0%&14% | nt
COc1ccc(C(=O)NCC(=O)c2ccccc2)cc1 | ? | 60 | -8% | -15% | 4% | 12%
O=S(=O)(NCCc1csc(-c2cccnc2)n1)c1cc(F)ccc1F | -11% | -61* | -17% | 1% | -14% | 1%
Cn1c(=O)c2c(ncn2CC(=O)OCC(=O)Nc2cc(Cl)ccc2Cl)n(C)c1=O | 0% | -2 | -10% | -9% | 9% | 0%
Cc1ccccc1N | -3% | 17 | -3% | -15% | -18% | nt
